High-throughput results from PubChem BioAssay.
HEK293 tox = cytotoxicity in counter-screen for GLP-1R inverse agonists; HEK293 cAMP-luciferase reporter cells, luminescence, 24 h; Potency, µM (titrated, usually from 38.3 µM), for inactives: at the top dose activity change, negative = inhibition, usual class: inhibitors; 0.13% of 410,000 active;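 note: loss of luciferase light is scored as toxicity; potency is the fitted concentration of half-maximal effect; % is set by controls: 0 for no effect and ±100 for the full control effect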
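Compound-treated cells are incubated 24 hr at 37 deg C under 5% CO2 after a 12 hour attachment period, then luciferase detection reagent is added and luminescence is measured following 12 min at room temperature; lowered signal indicates toxicity.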
TDP43 rescue = inhibitors of TDP-43 toxicity in yeast | TDP-43 expressing yeast growth rescue, BacTiter-Glo, 24 h | Potency, µM (titrated, usually from 46.1 µM), for inactives: top-dose growth rescue (activation), most hits filed as activators | 1.8% of 410,000 active | AID 652104; note: potency is the fitted concentration of half-maximal effect; % of control where 0% means no effect; nearly all actives have a fitted effect of over 50% in size
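In this qHTS, compounds that restore growth of yeast expressing TDP-43 appear as activators. Cells (OD600=0.02, galactose medium, raffinose-pregrown) are incubated with compound 24 hr at 30 deg C and growth is quantified by BacTiter-Glo.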
PTHR1 agonist = PTHR1 (human) receptor agonism. 0.075% of 410,000 active. HEK293 GP2 PTHR1 cells, GloSensor cAMP luminescence, 1 h. Q03431. Potency, µM (doses to about 115 µM), for inactives: top-dose activation, most hits filed as activators. AID 743266; note: potency is the fitted concentration of half-maximal effect; nearly all actives have a fitted effect of over 55% in size; some results filed as inactive show a strong effect at the top dose; inactives centre near -15; many of its hits are not listed in these tables
Target sequence (Q03431 whole entry, looked up): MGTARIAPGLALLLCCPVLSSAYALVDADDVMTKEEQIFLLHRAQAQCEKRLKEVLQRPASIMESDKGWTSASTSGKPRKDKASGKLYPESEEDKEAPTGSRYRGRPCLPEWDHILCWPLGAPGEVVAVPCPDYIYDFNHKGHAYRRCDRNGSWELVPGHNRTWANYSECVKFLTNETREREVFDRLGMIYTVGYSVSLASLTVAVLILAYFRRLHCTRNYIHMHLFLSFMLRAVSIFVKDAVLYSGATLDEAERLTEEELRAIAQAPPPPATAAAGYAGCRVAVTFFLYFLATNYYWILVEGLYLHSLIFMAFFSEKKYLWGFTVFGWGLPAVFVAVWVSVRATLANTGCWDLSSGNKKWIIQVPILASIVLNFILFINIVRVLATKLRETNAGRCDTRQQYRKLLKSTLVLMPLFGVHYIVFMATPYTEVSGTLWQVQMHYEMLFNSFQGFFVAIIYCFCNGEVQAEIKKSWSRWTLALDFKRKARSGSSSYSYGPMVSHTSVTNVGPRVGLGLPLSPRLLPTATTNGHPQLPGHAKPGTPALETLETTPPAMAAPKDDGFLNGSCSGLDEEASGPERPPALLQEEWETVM
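HEK-293-derived GP2 cells expressing PTHR1 and a GloSensor cAMP reporter, 3,000/well, plated overnight, given luciferin plus IBMX (each 0.5 mM as added) for 1 h at 37 °C, then compound for 1 h at 37 °C. Luminescence was read after 15 min at room temperature.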
DRD3 antagonist = blocks the human D3 dopamine receptor; P35462; D3R cells, DiscoveRx beta-arrestin luminescence, antagonist mode; active compounds read low; max response, negative = inhibition, %; 2.5% of 360,000 active; AID 652054; in the data active = max response below about -50%; inconclusive = no clear call, values can overlap the other calls; note: % is set by controls: 0 for no effect and ±100 for the full control effect; mostly tested at two doses, the higher about 12 µM
Target sequence (P35462 whole entry, looked up): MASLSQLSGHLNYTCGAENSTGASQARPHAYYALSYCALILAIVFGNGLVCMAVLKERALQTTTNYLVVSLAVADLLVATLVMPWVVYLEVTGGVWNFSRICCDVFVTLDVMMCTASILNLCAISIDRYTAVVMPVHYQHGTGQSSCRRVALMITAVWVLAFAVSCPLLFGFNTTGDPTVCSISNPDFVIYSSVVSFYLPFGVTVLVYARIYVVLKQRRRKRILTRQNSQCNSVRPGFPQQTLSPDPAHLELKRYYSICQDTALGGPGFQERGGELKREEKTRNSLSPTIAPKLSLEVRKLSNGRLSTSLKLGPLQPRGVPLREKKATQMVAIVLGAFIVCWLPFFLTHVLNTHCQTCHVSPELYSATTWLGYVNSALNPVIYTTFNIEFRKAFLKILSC
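Cells plated overnight at 1500 cells/well, then exposed to library compounds with dopamine controls for 90 minutes at 37 degrees C. DiscoveRx reagent added for 30–60 minutes at room temperature; luminescence read, quantitative HTS format.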
aSyn rescue = rescues yeast growth from alpha-synuclein toxicity. Potency, µM (series often up to 46.1 µM), for inactives: at the top dose growth rescue (activation), usual class: activators. Yeast expressing alpha-synuclein, growth rescue, BacTiter-Glo, 24 h. AID 652106. 0.14% of 370,000 active; note: potency is the fitted concentration of half-maximal effect; % of control where 0% means no effect; nearly all actives have a fitted effect of over 65% in size
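Readout is rescue of growth in alpha-synuclein-expressing yeast, so inhibitors of toxicity appear as activators. Growth after 24 hr at 30 deg C in galactose medium is quantified by luminescence.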
DRD3 agonist = activates the human D3 dopamine receptor; max activation, %; P35462; 0.58% of 410,000 active; D3R DiscoveRx beta-arrestin cells, luminescence, 90 min; in the data active = max activation above about 30%; note: 0% is about no effect; mostly tested at two doses, the higher about 12 µM
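Cells at 1500/well, incubated overnight, then treated with pinned compounds (dopamine as control) for 90 min at 37 degrees C. DiscoveRx reagent added for 30 - 60 minutes at room temperature; luminescence read.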
GLP1R inv ag = GLP-1 receptor (human) inverse agonism; HEK293 GLP-1R CRE-luciferase, luminescence, 24 h; GLP-1R form is constitutively active; Potency, µM (highest dose often 38.3 µM), for inactives: at the top dose activity change, negative = inhibition, most hits filed as inhibitors; 1.6% of 410,000 active; AID 624417; note: potency is the fitted concentration of half-maximal effect; % is set by controls: 0 for no effect and ±100 for the full control effect; nearly all actives have a fitted effect of over 55% in size
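Constitutively active GLP-1R drives a cAMP-responsive luciferase in stably transfected HEK293 cells; test compounds are added after overnight (12 h) attachment and left 24 hr, and signal loss in luminescence marks inhibition.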
KB-V1 MDR tox = KB-V1 MDR subline cytotoxicity. KB-V1 MDR cells viability, CellTiter-Glo, 72 h. Potency, µM (highest dose often 46.1 µM), for the others: at the top dose activity change, negative = cytotoxicity, most hits filed as cytotoxic. AID 1347076. 3.4% of 400,000 active; note: potency is the fitted concentration of half-maximal effect; % is set by controls: 0 for no effect and ±100 for the full control effect; nearly all actives have a fitted effect of over 60% in size
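KB-V1, DMEM (no phenol red) + 10% FBS; cpd pin-transferred, titration series; 72 h, 37 degrees C; CellTiter-Glo, luminescence. Data normalized, curve-fit.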
GLP1R ag = activates the human GLP-1 receptor | P43220 | HEK293 GLP-1R CRE-luciferase, luminescence, 4-6 h; cells express a hypersensitive GLP-1R form | Potency, µM (series often up to 45.6 µM), inactives show at the top dose activation, usual class: activators | 0.007% of 380,000 active; note: potency is the fitted concentration of half-maximal effect; % of control where 0% means no effect
Starred values were filed as active, the others as inactive; i = inactive; ? = inconclusive; / = not tested or not shown; [ ] = remark or other dose. Unless noted, calls come from the whole dose curve; as a rule, active = well fitted curve in the direction sought with a large enough effect; inconclusive = small, poorly fitted or top-dose-only effect, or another doubt; inactive = no such curve, though single readings can be large; an effect the other way counts as inactive or inconclusive.

SMILES	HEK293 tox	TDP43 rescue	PTHR1 agonist	DRD3 antagonist	aSyn rescue	DRD3 agonist	GLP1R inv ag	KB-V1 MDR tox	GLP1R ag
O=S1(=O)N[C@@H](CC2=CCCCC2)C2CCCCC2O1 (stereo partly drawn)	3%	-7%	i	-1	11%	-10	-5%	-1%	2%
COc1ccc(CCN=C2SCC(=O)N2C)cc1OC	4%	6%	-6%[57.5 µM]	-13	-4%	8	75%[activator]	9%	1%
COC(=O)c1sc(N2C(=O)C(O)=C(C(=O)c3ccc(C)o3)C2c2cccs2)nc1C (stereo not drawn)	63%[activator]	-15%	-58%[inhibitor]	36	1%	3	23%	?	-2%
COc1ccc(/C=N/NC(=O)C(O)(c2ccccc2)c2ccccc2)cc1OC	11%	-17%	-6%	-5	1%	-6	11%	0%	13%
CC(=O)Nc1cccc(NC(=O)C(=O)NCC(c2ccco2)N2CCc3ccccc32)c1 (stereo not drawn)	-6%	-15%	-24%	10	1%	0	?	-6%	4%
FC(F)(F)c1ccc(Cl)c(NC(=S)N/N=C/c2ccccc2C(F)(F)F)c1	6%	7%	-22%	-1	0%	2	-21%	4%	-19%
COc1cc(/C=C/C(=O)OC(C)C(=O)Nc2ccc(Cl)cn2)ccc1OC(F)F (stereo not drawn)	-10%	?	-21%	1	4%	1	?	12%	18%
COc1cccc(NC(=O)Nc2nnc(N3CCCCC3C)s2)c1 (stereo not drawn)	-22%	11%	i	-24	1%	-12	?	10%	6%
COC(=O)c1ccccc1S(=O)(=O)N1CCC(C(=O)OCc2ccc([N+](=O)[O-])cc2)CC1	2%	?	-19%	17	4%	1	12%	0%	6%
C=CCn1c(SCC(=O)N2CCN(c3ccc(F)cc3)CC2)nnc1-c1cccs1	0%	-6%	-95%[inhibitor]	6	-4%	4	-19%	-7%	-5%
CCN1CCC(=NNC(=O)CC23CC4CC(CC(C4)C2)C3)CC1	-11%	5%	-7%	?	4%	1	?	?	0%
O=[N+]([O-])c1ccccc1CN1CCN(Cc2ccc3ccccc3c2)CC1	-31%	4%	-24%	-21	9%	-1	?	-1%	2%
CCN(CC(=O)Nc1ccc(NC(C)=O)cc1)C(=O)CC1OC(=O)c2ccccc21 (stereo not drawn)	4%	18%	i	11	5%	4	18%	6%	-5%
CCOc1cc(C(=O)OCc2cc(=O)n3nc(CC)sc3n2)cc(OCC)c1OCC	3%	?	i	/	/	6	18%	-5%	/
Cc1cc(=O)n2nc(N3CCCC(C(=O)NCCCN4CCc5ccccc5C4)C3)sc2n1 (stereo not drawn)	-5%	18%	-20%	-86*	6%	-17	0%	-8%	-6%
CCOC(=O)C1=CN(Cc2ccco2)S(=O)(=O)NC1CC (stereo not drawn)	1%	-1%	-13%	3	12%	12	2%	13%	-2%
CC(C)(CC(=O)O)CC(=O)Nc1ccc(Cl)c(Cl)c1	9%	18%	i	15	0%	3	11%	29%	-16%
COc1ccc(S(=O)(=O)NC2CCCCC2)cc1-n1cnnn1	5%	2%	-16%	6	-1%	1	4%	3%	9%
CC(C)CNC(=S)N1CCC(C(=O)c2ccc3c(c2)OCCO3)CC1	-2%	25%	-64%[inhibitor]	6	12%	7	?	3%	10%
O=c1nc2n(c3c4c(sc13)CCC4)CCC2	-9%	21%	i	1	1%	-1	20%	11%	-5%
CC1(C(=O)Nc2ccccc2)Cc2c(-c3ccc4c(c3)OCO4)ccnc2O1 (stereo not drawn)	0%	17%	-11%	0	?	5	-20%	?	34%
Cc1cc(C)nc(N2N=C(C(F)(F)F)CC2=O)n1	-18%	?	-5%	-7	0%	-2	5%	4%	0%
Cc1ccccc1NC(=O)c1ccc(Cl)c(NC(=O)c2ccncc2)c1	-16%	19%	-22%	-12	6%	-5	-5%	2%	0%
Cc1c(Cc2ccccc2)sc(NC(=O)c2ccco2)c1C(N)=O	-8%	-41%[inhibitor]	-1%[57.5 µM]	7	-49%[inhibitor]	4	23%	?	10%
CC1CCCCN1c1cc2c(cc1F)c(=O)c(S(=O)(=O)c1ccccc1)cn2Cc1ccccc1 (stereo not drawn)	2%	19%	-15%	/	/	1	5%	12%	/

Gathered by group, the entries above containing a Cl atom
SMILES	HEK293 tox	TDP43 rescue	PTHR1 agonist	DRD3 antagonist	aSyn rescue	DRD3 agonist	GLP1R inv ag	KB-V1 MDR tox	GLP1R ag
FC(F)(F)c1ccc(Cl)c(NC(=S)N/N=C/c2ccccc2C(F)(F)F)c1	6%	7%	-22%	-1	0%	2	-21%	4%	-19%
COc1cc(/C=C/C(=O)OC(C)C(=O)Nc2ccc(Cl)cn2)ccc1OC(F)F (stereo not drawn)	-10%	?	-21%	1	4%	1	?	12%	18%
CC(C)(CC(=O)O)CC(=O)Nc1ccc(Cl)c(Cl)c1	9%	18%	i	15	0%	3	11%	29%	-16%
Cc1ccccc1NC(=O)c1ccc(Cl)c(NC(=O)c2ccncc2)c1	-16%	19%	-22%	-12	6%	-5	-5%	2%	0%

(continued)
SMILES	HEK293 tox	TDP43 rescue	PTHR1 agonist	DRD3 antagonist	aSyn rescue	DRD3 agonist	GLP1R inv ag	KB-V1 MDR tox	GLP1R ag
Cc1cc(NC(=O)COC(=O)/C=C/c2ccc(C)o2)no1	-8%	22%	i	-10	-5%	-6	16%	-9%	0%
O=C(Oc1ccc(Br)cc1C(=S)N1CCOCC1)c1ccc(F)cc1	-24%	?	i	1	-9%	4	?	?	-1%
O=C(C1CCCC1)N1CCN(S(=O)(=O)c2ccc(F)c(F)c2F)CC1	-11%	11%	i	-13	5%	5	?	-5%	6%
O=C(NCCc1ccc(Cl)cc1)c1ccc(CSCc2ccccc2Cl)o1	-10%	25%	-32%[inhibitor]	/	/	-13	?	-11%	/
O=C(c1ccccc1F)N1CCN(C(=O)C(c2ccccc2)c2ccccc2)CC1	15%	-2%	7%	-12	10%	15	-18%	-35%	4%
CC1CCN(S(=O)(=O)c2cnc(Cl)c(Br)c2)CC1	-6%	0%	-21%	6	7%	3	19%	-24%	-3%
O=C1c2ccccc2CN1CCNS(=O)(=O)c1ccc2ccccc2c1	0%	15%	i	?	1%	4	16%	-15%	3%
CC(=O)N1Cc2ccccc2C(C)CC12CCCCC2 (stereo not drawn)	5%	?	-1%	31	9%	10	?	16µM*	5%
Cc1cc(C)c(NC(=O)c2cc(S(=O)(=O)N3CCCC3)cn2C)c(C)c1	-11%	8%	-20%	/	/	4	1%	21%	/
COc1ccc(N(Cc2ccccc2)S(=O)(=O)c2cccc(C(=O)O)c2)cc1	-16%	-2%	i	-8	-1%	5	-22%	-7%	-2%
Cc1ccc2cc(C#N)c(NCc3ccccc3)nc2c1	-8%	-1%	i	-21	7%	-5	13%	-2%	10%
CCS(=O)(=O)C1=NSC2=NC(=O)/C(=C\c3ccc(OC(=O)c4ccco4)c(OC)c3)C(=N)N21	-3%	-6%	-16%	-12	0%	-11	9%	-7%	-1%
COc1ccccc1Oc1nc(-c2ccccc2)cc(C)c1S(C)(=O)=O	-6%	-2%	-16%	-9	-5%	-8	?	-31%	5%
C/C(=N\NC(=O)c1cccc(S(=O)(=O)N2CCOCC2)c1)c1cc2ccccc2o1	4%	12%	-30%[inhibitor]	-13	0%	-13	5%	?	1%
COc1ccc(-n2c(SCC(=O)Nc3ccc4c(c3)OCO4)nnc2C(C)N2CCCCC2)cc1 (stereo not drawn)	4%	18%	-19%[57.5 µM]	-5	1%	4	-22%	3%	0%
CC(C)=C1SC(N2CCN(c3ccc(C)cc3)CC2)=NC1=O	-3%	28%	-12%[57.5 µM]	7	-1%	7	?	?	0%
CN1/C(=C\C(=O)CSc2ncn[nH]2)C(C)(C)c2ccccc21	-1%	10%	-28%	-7	0%	2	3%	?	1%
Cc1ccccc1S(=O)(=O)Nc1nc2ccccc2nc1N1CCc2ccccc2C1	-8%[1.53 µM]	-1%	-14%	-5	1%	3	?	21µM*	1%
CCOC(=O)COn1c(-n2nc(C)cc2C)nc2ccccc2c1=O	-2%	-3%	i	0	-2%	-8	-5%	4%	9%
CC1=C(C(=O)N2CCOCC2)CC(CC(=O)NCc2cccs2)C(=O)N1Cc1ccc(F)cc1 (stereo not drawn)	10%	?	i	-9	?	1	12%	-5%	-9%
Cc1ccc(C(=O)OCC(=O)Nc2ccc(C)c(S(=O)(=O)N3CCCCC3)c2)c(O)c1	8%	-15%	-56%[inhibitor]	-21	-2%	0	11%	-3%	-1%
CC1CCCC(C)N1CCOc1cc(N)ccc1C#N (stereo not drawn)	-4%	-14%	i	-15	-12%	-22	2%	-2%	6%
Cc1ccc(NC(=O)N2CCC(CN3CCCCC3)CC2)c(Cl)c1	9%	11%	-15%	/	/	-15	9%	2%	/
CNC(=O)c1cn(-c2ccc(Cl)cc2)c(=O)c2ccccc12	-19%	-3%	i	9	10%	-5	-14%	-20%	3%
CCN1CC(CNCc2cn(-c3ccc(OC)cc3)nc2-c2ccccc2Cl)CC1=O (stereo not drawn)	0%	-8%	i	-3	-4%	1	?	?	10%

Further entries.
SMILES	HEK293 tox	TDP43 rescue	PTHR1 agonist	DRD3 antagonist	aSyn rescue	DRD3 agonist	GLP1R inv ag	KB-V1 MDR tox	GLP1R ag
Cc1occc1C(=O)N1CCCC(N2CCN(c3ccccc3F)CC2)C1 (stereo not drawn)	-10%	7%	i	-10	7%	0	?	-20%	2%
O=C(CSc1nc2ccccc2[nH]1)N/N=C/c1ccncc1	20%	-2%	i	2	-1%	3	19%	-3%	0%
O=C(CN(C(=O)CCC(=O)Nc1nccs1)c1cccc(F)c1)NCCc1ccccc1	4%	-2%	i	11	1%	0	2%	7%	4%
COc1cccc(C2CC(c3ccc(C(C)C)cc3)n3nc(N)nc3N2)c1 (stereo not drawn)	6%	6%	-23%	17	-5%	5	-14%	11%	-3%
O=C(Nc1ccc(Cl)cc1)Nc1ccc(S(=O)(=O)Nc2ncccn2)cc1	-9%	-9%	19%	?	-6%	-14	9%	26%	-6%
COc1ccc(OC)c(S(=O)(=O)Nc2ccc(F)cc2)c1	-27%	-7%	9%[57.5 µM]	-24	-8%	-1	0%	-6%	8%

A portion of the library. The share of hits here may be higher or lower than overall.
